# Screening results deposited in PubChem by Broad Institute.
# MITF act: MITF TRPM1 promoter activation in melanoma cells; activation, % at 12.5 µM; 300,000 compounds, 0.75% hits; SK-MEL-5 TRPM1-promoter luciferase, 24 h; % of positive control, neutral wells = 0;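 active means mean activation of at least 80% with every replicate also reaching 80%; inconclusive means mean reaches 80% but some replicate falls short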;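 further: 0% = neutral control wells and 100% = parthenolide positive control wells; values of inactives mirror those of a sister screen read the other way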
# NSD2 inh: blocks human histone methyltransferase NSD2 | O96028 | AID 743445 | 310,000 compounds, 0.54% hits | inhibition, % at 12.5 µM | NSD2 peptide methylation, AlphaScreen, 120 min; in the data active means inhibition above about 50%
# SR-BI DiI-HDL act: enhances SR-BI lipid uptake from DiI-HDL | CHO ldlA[mSR-BI] cells, DiI-HDL uptake fluorescence, 3 h; 100 = double the neutral-control signal | activation, % at 12.5 µM | 320,000 compounds, 0.096% hits;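 active means mean replicate activation of at least 60% and every replicate at or above 60%; inconclusive means mean or all-replicate condition met, but not both; inactive means mean below 60% and not all replicates reaching 60%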;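 further: 0% = median plate neutral-control signal and 100% = twice that signal; values of inactives mirror those of a sister screen read the other way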
#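 Test system: SR-BI-overexpressing, LDLR-lacking CHO cells; Medium: Ham's F12 with 0.5% BSA, HEPES 25 mM, pH 7.4; Schedule: 3 h, 37 °C; Technique: bottom-read fluorescence, 550/595 nm.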
# CAL PDZ FP-1: blocks peptide binding to the human CAL PDZ domain; inhibition, % at 24.9 µM; AID 602252; Q9HD26; purified CAL PDZ, TMR-peptide fluorescence polarization, 1 h; 300,000 compounds, 0.92% hits;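 active means mean inhibition of at least 30% with at least half of replicates also reaching 30%; inconclusive means no clear call, values can overlap the other calls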;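 further: 0% = DMSO neutral control and 100% = excess unlabeled competitor peptide PRC23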
# SR-BI HDL uptake: mouse SR-BI HDL lipid transfer inhibition. Q61009. 320,000 compounds, 0.96% hits. ldlA[mSR-BI] CHO cells, DiI-HDL uptake fluorescence, 3 h. inhibition, % at 12.5 µM. AID 488896;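 active means mean replicate inhibition of at least 70% and a set share of replicates each scoring 70 or more; inconclusive means meets just one of the two criteria; inactive means fails both criteria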;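 further: 0% = median of neutral control wells and 100% = median of positive control wells; values of inactives mirror those of a sister screen read the other way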
# Target sequence (Q61009 whole entry, looked up): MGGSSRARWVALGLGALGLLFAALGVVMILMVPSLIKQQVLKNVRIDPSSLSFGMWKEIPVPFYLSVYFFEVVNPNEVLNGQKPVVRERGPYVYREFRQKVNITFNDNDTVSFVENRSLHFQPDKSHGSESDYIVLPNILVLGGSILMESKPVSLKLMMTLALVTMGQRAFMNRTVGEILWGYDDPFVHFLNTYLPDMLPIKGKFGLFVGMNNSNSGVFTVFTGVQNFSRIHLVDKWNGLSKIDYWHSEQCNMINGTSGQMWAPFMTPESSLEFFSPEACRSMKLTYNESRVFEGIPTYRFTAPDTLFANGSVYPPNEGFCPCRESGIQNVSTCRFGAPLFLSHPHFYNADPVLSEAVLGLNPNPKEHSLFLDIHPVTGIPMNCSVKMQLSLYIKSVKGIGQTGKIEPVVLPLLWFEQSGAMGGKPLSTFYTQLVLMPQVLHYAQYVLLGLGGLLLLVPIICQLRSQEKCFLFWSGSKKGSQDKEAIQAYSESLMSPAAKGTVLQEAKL
# Rtt109 Vps75: C. albicans Rtt109 histone acetyltransferase inhibition; purified Rtt109/Vps75, ThioGlo CoA-SH fluorescence, 4 h; AID 540336; inhibition, % at 34.9 µM; 330,000 compounds, 0.16% hits; Q5AAJ8;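 active means inhibition of at least 50% in every replicate; inconclusive means best replicate reaches 50% inhibition but some replicates fall short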
# Target sequence (Q5AAJ8 whole entry, looked up): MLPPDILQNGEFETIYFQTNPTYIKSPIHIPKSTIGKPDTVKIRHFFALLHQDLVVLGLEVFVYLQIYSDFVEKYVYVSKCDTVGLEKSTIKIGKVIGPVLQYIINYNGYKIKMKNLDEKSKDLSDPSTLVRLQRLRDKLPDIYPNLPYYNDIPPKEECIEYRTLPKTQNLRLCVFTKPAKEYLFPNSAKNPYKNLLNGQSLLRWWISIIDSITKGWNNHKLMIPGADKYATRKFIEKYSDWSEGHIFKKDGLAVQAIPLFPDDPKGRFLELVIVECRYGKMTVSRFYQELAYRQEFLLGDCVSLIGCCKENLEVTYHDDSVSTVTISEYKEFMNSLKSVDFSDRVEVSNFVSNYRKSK
# dFosB activator: activators of mouse delta FosB homodimer. purified delta FosB, TAMRA-CDK5 oligo fluorescence polarization; percent of positive-control signal above neutral wells. activation, % at 25 µM. AID 493131. 340,000 compounds, 0.99% hits. P13346;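 active means mean activation above about 17%, with every replicate also reaching it, limit read from the data, passing the limit was not always enough; inconclusive means only one of the two conditions met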;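 further: fluorescence polarization rise as delta FosB binds a TAMRA Cdk5 AP-1 oligo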
# PfHsp90 yeast 2: inhibits growth of yeast expressing Plasmodium falciparum Hsp90. S. cerevisiae expressing PfHsp90, BacTiter-Glo ATP, 48 h; yeast lacking PDR1 and PDR3 efflux regulators. inhibition, % at 9.4 µM. 310,000 compounds, 0.32% hits. AID 504621;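 active means every replicate shows inhibition above about 80%, whatever the replicate mean, limit read from the data; inconclusive means mean inhibition reaches the set limit but some replicate falls short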;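 further: 0% = DMSO neutral controls and 100% = 20 µM radicicol positive controls; yeast relying on Plasmodium falciparum Hsp90 in place of its own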
# PvdQ inh: blocks Pseudomonas aeruginosa PvdQ acylase activity; purified PvdQ acylase, fluorescence plate reader; inhibition, % at 10 µM; 340,000 compounds, 0.063% hits; AID 488965; in the data active means inhibition above about 30%, passing the limit was not always enough; inconclusive means no clear call, values can overlap the other calls;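 further: 0% = vehicle neutral wells and 100% = reference inhibitor wells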
# CAL PDZ FP-2: blocks peptide binding to human CAL PDZ domain | Q9HD26 | purified CAL PDZ, TMR-peptide fluorescence polarization, 1 h | inhibition, % at 20 µM | 330,000 compounds, 0.02% hits | AID 504414;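 active means highest replicate inhibition of at least 40%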;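 further: plate controls were DMSO neutral control wells for no effect and unlabeled competitor peptide control wells for full effect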
#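 Material: tagged CAL PDZ domain; buffer or medium: 25 mM sodium phosphate pH 7.4, 150 mM NaCl, TCEP, IgG, Thesit; compound dosing: single point, 20 µM; schedule: 1 h incubation at room temperature before polarization reading; measured by: FP readout, S and P plane fluorescence; read-out basis: percent inhibition from loss of millipolarization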
# An asterisk follows results filed as active; ? = inconclusive; / = not tested or not shown.
SMILES,MITF act,NSD2 inh,SR-BI DiI-HDL act,CAL PDZ FP-1,SR-BI HDL uptake,Rtt109 Vps75,dFosB activator,PfHsp90 yeast 2,PvdQ inh,CAL PDZ FP-2
O=C(COC(=O)c1cc(=O)[nH]c2ccccc12)NC1CCCC1,-15.8,-2.3,14.4,1.9,-14.4,-5.9,1.0,4.1,-3.0,-1.0
CC(Sc1nnc(N)s1)C(=O)NCc1ccc2c(c1)OCO2 (configuration not stated),0.2,5.2,12.7,-1.0,-12.7,3.2,0.3,-3.3,-5.2,-1.0
Cc1c(-c2ccccc2)nc2ccccc2c1C(=O)OCC(=O)Nc1ncc(C(F)(F)F)cc1Cl,-10.6,-0.1,-51.4,-3.6,51.4,4.2,2.3,-4.7,8.5,0.3
CCCC[C@H]1COCCS(=O)(=O)N1Cc1cccc([N+](=O)[O-])c1,18.8,/,-40.2,-1.6,40.2,-5.4,-4.2,17.1,-4.9,0.5
Cc1ccc(O)c(-c2cc(-c3ccccc3C)[nH]n2)c1,-14.3,-0.2,-21.1,-5.0,21.1,1.9,-9.0,-47.8,3.8,-3.0
O=C(NCc1ccccn1)c1cccs1,3.8,-0.7,13.6,-4.2,-13.6,4.0,-3.1,6.7,3.2,0.2
Cc1nc(N2CCN(c3ccccc3)CC2)[nH]c(=O)c1C,-5.2,1.5,-3.2,-1.2,3.2,-2.5,0.4,1.9,-6.9,0.3
COCCn1ccc2c(OCC(=O)NCc3ccccc3)cccc2c1=O,1.0,4.6,-6.3,/,6.3,-1.4,8.9,-16.5,3.0,0.2
COc1cc(/C=C(\NC(=O)c2ccccc2)C(=O)Nc2cccc(O)c2)c([N+](=O)[O-])cc1OC,5.2,8.2,/,-6.9,/,9.8,8.8,4.6,-7.9,/
O=C(Nc1ccccc1)c1cccc(N2CCCC2=O)c1,?,0.5,/,21.5,/,0.4,-4.5,5.5,13.4,-1.2
CN(C)C(=O)CSc1nnc(-c2ccncc2)n1Cc1ccco1,/,-2.2,19.7,/,-19.8,-2.6,5.6,-11.6,-16.9,-0.1
COc1ccc(C)cc1NC(C)C(=O)NC(=O)NC1CCCCC1 (configuration not stated),-16.0,10.0,21.2,-0.4,-21.2,3.1,-17.9,-7.6,-8.6,-0.3
CSc1ncccc1C(=O)N1CCCC(CCC(=O)NCc2ccc(F)c(F)c2)C1 (configuration not stated),-1.6,-1.9,2.0,-0.6,-2.0,-5.6,1.3,-13.4,-3.1,-3.6
CCCCn1c(SCC(=O)Nc2ccc3c(c2)OCO3)nc2c1c(=O)n(C)c(=O)n2C,-5.9,1.8,-4.0,-1.7,4.0,-4.1,3.0,11.5,-10.8,/
COc1ccccc1NC(=O)C1=C(C)Nc2nnnn2C1c1cccc(Br)c1 (configuration not stated),/,0.5,23.6,0.5,-23.6,-2.2,27.9*,-20.7,-11.0,-1.1

# A draw from above in order of length of the SMILES, low to high.
SMILES,MITF act,NSD2 inh,SR-BI DiI-HDL act,CAL PDZ FP-1,SR-BI HDL uptake,Rtt109 Vps75,dFosB activator,PfHsp90 yeast 2,PvdQ inh,CAL PDZ FP-2
COCCn1ccc2c(OCC(=O)NCc3ccccc3)cccc2c1=O,1.0,4.6,-6.3,/,6.3,-1.4,8.9,-16.5,3.0,0.2
COc1ccccc1NC(=O)C1=C(C)Nc2nnnn2C1c1cccc(Br)c1 (configuration not stated),/,0.5,23.6,0.5,-23.6,-2.2,27.9*,-20.7,-11.0,-1.1
CSc1ncccc1C(=O)N1CCCC(CCC(=O)NCc2ccc(F)c(F)c2)C1 (configuration not stated),-1.6,-1.9,2.0,-0.6,-2.0,-5.6,1.3,-13.4,-3.1,-3.6

# Continuation:
SMILES,MITF act,NSD2 inh,SR-BI DiI-HDL act,CAL PDZ FP-1,SR-BI HDL uptake,Rtt109 Vps75,dFosB activator,PfHsp90 yeast 2,PvdQ inh,CAL PDZ FP-2
CN(C)/C=C(\C#N)S(=O)(=O)C(C)(C)C,2.6,/,-6.7,3.6,6.7,-0.6,-2.1,8.4,13.6,-0.7
COc1cc(CN2CCN(S(=O)(=O)c3ccc(NC(C)=O)cc3)CC2)cc(OC)c1O,1.8,/,20.8,13.8,-20.8,2.3,-7.1,7.7,-3.1,-0.3
O=C(CN1C(=O)c2ccccc2C1=O)Nc1nnc(C2CCCO2)s1 (configuration not stated),-9.8,1.3,0.8,/,-0.8,-8.2,-1.3,3.8,2.7,-0.4
COc1ccc(N2CCN(S(=O)(=O)c3ccc4c(c3)CC(C)N4C(=O)C3CC3)CC2)cc1 (configuration not stated),-20.9,2.0,-0.5,-2.5,0.5,-5.9,-4.6,-9.5,5.9,-0.4
N#CCC(=O)Nc1ccc(C(=O)OCC(=O)N=c2sccn2Cc2ccccc2Cl)cc1,-2.2,0.0,-61.5,-8.2,61.5,11.4,-7.5,-1.0,-15.6,-3.3
CCN(CC)c1ccc(/C=N/OCC(=O)N2CCCc3ccccc32)cc1,-7.2,2.0,18.6,/,-18.6,12.8,-14.0,-15.7,5.8,0.1
CCCCn1c(N)c(N(CCC(C)C)C(=O)C2CCCC2)c(=O)[nH]c1=O,5.6,-1.4,20.9,-2.3,-20.9,-10.3,-10.0,/,-25.0,-2.6
CCC(C)NC(=O)CCSCCC(=O)NC(C)CC (configuration not stated),15.7,-0.3,25.3,-3.4,-25.3,6.2,-3.6,-24.7,2.1,-0.4
CCCCCCc1nc(C(N)=O)c2[nH]c(=O)n(-c3ccc(OCC)cc3)c2n1,-0.1,-3.1,5.2,3.6,-5.2,-17.9,-8.4,-93.0,-4.8,-3.0
COc1ccc(-c2nc(NC(=O)CCNC(=O)c3ccco3)sc2C)cc1,-2.3,7.3,-46.1,/,46.1,8.8,-8.2,-2.1,1.7,-0.5
CC1CC2(NC(=O)NC2=O)C(C)CN1C (configuration not stated),-0.7,-3.2,29.1,-1.0,-29.1,3.2,5.0,-5.3,-7.1,-0.2
O=C(Nc1ncn[nH]1)c1ccccc1O,12.0,7.4,-2.0,5.0,2.0,-14.1,-1.9,7.0,-3.9,-0.1
Cc1ccc2c(C)c(C(=O)N(Cc3ccccc3)C3CCS(=O)(=O)C3)oc2c1 (configuration not stated),2.6,-0.6,0.6,6.7,-0.6,-12.3,-7.6,-2.1,-8.0,-3.0
O=C(CN(CCc1ccccc1)C(=O)CNS(=O)(=O)c1ccc(F)cc1)NCc1ccco1,-1.0,-1.2,5.5,-9.3,-5.5,-5.9,-0.5,-2.8,-16.7,-0.3
COc1ccccc1OCCNC(=O)Cc1ccc(S(=O)(=O)N2CCOCC2)s1,3.7,-2.3,3.2,-2.7,-3.2,-3.7,-3.8,-3.3,4.8,-0.7
COC(=O)C1CC(=O)N(Cc2ccccc2)C1 (configuration not stated),2.7,0.3,2.7,2.5,-2.7,5.9,-5.4,-4.9,3.0,-1.6
COc1cc(OC)cc(-c2sc3ccc(OC)cc3c2C#CCO)c1,17.1,/,-78.7,0.4,78.7*,8.7,-20.1,10.1,-6.9,-2.5
O=C(COC(=O)COc1ccccc1)NC1CCCC1,-8.0,0.9,37.4,/,-37.4,-4.3,-2.5,26.1,-0.1,0.0
COc1cc(OC)cc(C(=O)N[C@H](C(=O)OCc2cc(=O)oc3cc(C)ccc23)C(C)C)c1,3.5,-0.7,-39.1,-1.3,39.0,6.4,-7.1,30.4,-16.3,0.1
COc1ccc(NC(=O)CCNS(=O)(=O)c2ccccc2F)cc1S(=O)(=O)N1CCOCC1,-0.1,1.6,-13.6,/,13.6,2.3,-2.5,14.7,1.8,-1.2
C#Cc1ccc([C@H]2C=C(C(=O)OCC=C)O[C@@H](OCC)[C@@H]2CCCO)cc1,-9.3,/,-3.0,3.6,3.0,4.5,-6.4,/,-10.6,-0.8
C=CC[C@H](CC(=O)NCCO)C(=O)N[C@H](COC(=O)[C@H](CC=C)CC(=O)OC(C)(C)C)Cc1c[nH]c2ccccc12,4.5,/,4.9,-3.4,-4.9,-13.8,-3.3,7.1,-9.8,0.9
NC(=O)CC(NC(=O)Cc1cccc2ccccc12)c1ccc(NCCc2ccccc2F)c([N+](=O)[O-])c1 (configuration not stated),-4.6,/,15.0,1.3,-15.0,-3.5,-6.0,-17.9,-12.8,-1.1
COc1ccc(C(=O)OCC(=O)NC2CCCCCC2)c(OC)c1,-2.9,-1.5,9.2,-2.8,-9.2,-6.6,-2.8,/,-10.5,-2.7
Cc1ccc(OC(C)C(=O)Nc2ccc(S(=O)(=O)N3CCOCC3)cc2)cc1 (configuration not stated),1.8,-1.9,9.2,-2.9,-9.2,11.8,-9.4,11.8,-8.5,-1.6
Nc1nc(-c2ccc(F)cc2)cs1,18.4,-2.1,-3.7,-5.2,3.7,-8.5,5.6,-10.6,-6.7,-0.6
O=C(NCCN1CCCCC1)c1ccc(Oc2cc(Cl)cc(Cl)c2)o1,/,-0.2,17.6,/,-17.6,7.1,-5.5,-6.3,-8.9,-2.2
CSc1ncccc1C(=O)OCC(=O)N(C)C,-9.6,4.7,7.3,-8.8,-7.3,-4.6,-9.1,-5.1,-13.6,-1.8
C=CCN1CCCC1CNC(=O)c1cc2[nH]nnc2cc1OC (configuration not stated),-1.5,/,4.6,-1.4,-4.6,-10.1,-3.4,18.6,-9.4,-0.1
Cc1ccc(N2CC(C(=O)Nc3ncc([N+](=O)[O-])s3)CC2=O)cc1 (configuration not stated),0.3,2.3,-8.2,-0.1,8.2,-11.3,-5.9,-8.4,3.7,-2.5
CC(=O)N1c2ccc(S(=O)(=O)NCCC(=O)Nc3ccc(F)cc3)cc2CC1C (configuration not stated),9.6,-0.5,2.4,-3.9,-2.4,-3.6,-1.9,8.6,-8.1,-2.0
CN(C)S(=O)(=O)c1ccc(SCC(=O)N2CC(=O)Nc3ccccc32)nc1,-4.9,7.0,8.5,-9.8,-8.5,-7.6,0.1,3.6,-17.6,-1.0
COC(=O)c1c(N)c(C#N)c2n1CCCCC2,-7.2,-2.8,-11.1,-5.2,11.1,-4.4,-1.0,-6.6,-11.7,-1.8
CCn1cc(CNC(=S)Nc2cccc3ccccc23)cn1,-5.2,-0.1,-5.3,-4.2,5.3,0.0,-0.8,-14.6,-8.1,-6.6
CC(C)N(CCn1cnc2c([nH]c3ccccc32)c1=O)C(C)C,-20.2,1.4,11.0,-5.2,-11.0,-3.8,-1.6,-31.5,-15.5,-1.1
COc1ccc(CCN(C(=O)C(F)(F)F)C(C(=O)NC2CCCCC2)c2ccc(C)s2)cc1OC (configuration not stated),-8.2,4.1,-39.5,-2.7,39.5,-3.3,-0.3,-2.1,2.4,-2.7
Cc1cc(=O)[nH]c(N/N=C/c2ccco2)n1,-9.0,4.3,19.3,/,-19.3,-4.1,-2.0,6.1,-8.6,-0.4
